# Compound activity as filed in PubChem BioAssay.
# DNMT1 block = human DNMT1 methyltransferase inhibitors, primary screen, biochemical, molecular beacon, fluorescence, HinP1I cleavage, uHTS; inhibition (reported as % activation of signal), % at 10 µM; actives 0.83% (n = 360,000); AID 588458, 2011; in the data active = inhibition above about 50%
# NadD block = inhibitors of S. aureus NadD, primary screen, biochemical, colorimetric, uHTS. AID 602399, 2012. actives 0.78% (n = 360,000). inhibition, % at 20 µM. purified NadD enzyme, colorimetric absorbance read-out; in the data active = inhibition above about 26%; also: some compounds past the cut are filed as inactive
# Scp-1 inhibitor = Scp-1 phosphatase inhibitors, primary screen, biochemical, colorimetric, uHTS; AID 493091, 2011; Carboxy-terminal domain RNA polymerase II polypeptide A small phosphatase 1 (Homo …; inhibition, % at 20 µM; Recombinant Scp1, phosphopeptide, malachite green phosphate absorbance; actives 0.88% (n = 340,000);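 active = inhibition above about 50% at 20 µM, limit read from the data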;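 also: plate controls were DMSO wells with enzyme for no effect and wells lacking enzyme for full effect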
# Target sequence (Q9GZU7 76-261 limits assumed): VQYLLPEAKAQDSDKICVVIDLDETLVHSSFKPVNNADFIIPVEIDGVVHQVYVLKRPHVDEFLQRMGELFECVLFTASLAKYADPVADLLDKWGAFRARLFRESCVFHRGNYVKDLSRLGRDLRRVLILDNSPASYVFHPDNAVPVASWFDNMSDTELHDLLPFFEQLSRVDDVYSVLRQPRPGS
#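 Test system: SCP-1 catalytic domain; Buffer or medium: Acidic Tris acetate buffer with magnesium and detergent; Also added: Phosphorylated 17-residue peptide substrate; Compound: single 20 µM dose, 1% DMSO; Schedule: enzyme reaction 45 min at room temperature, colour 5 min, stabilisation 30 min; Signal: Phosphate-binding colour reagent, absorbance read at 630 nm.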
# LMPTP inh = LMPTP phosphatase inhibitors, primary screen, biochemical, fluorescence intensity, uHTS; Low molecular weight phosphotyrosine protein phosphatase (Homo sapiens), P24666; recombinant LMPTP-A, OMFP fluorogenic substrate; inhibition, % at 20 µM; actives 0.22% (n = 360,000); AID 651560, 2012;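 active = compounds that cut the enzyme signal by at least half of the control window in the single-dose screen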;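 also: plate controls were DMSO wells with enzyme plus substrate for no effect and substrate without enzyme for full effect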
#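 Test system: LMPTP-A, protein tyrosine phosphatase of low molecular weight; Input: 0.625 nM enzyme; Incubation: 50 min dark incubation at room temperature; Signal: endpoint fluorescence intensity from OMFP dephosphorylation; Read-out basis: % inhibition versus control wells.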
# STEP block = STEP phosphatase inhibitors, primary screen, biochemical, fluorescence intensity, uHTS | Tyrosine-protein phosphatase non-receptor type 5 (Homo sapiens), P54829 | recombinant STEP, OMFP fluorogenic substrate | inhibition, % at 20 µM | actives 0.25% (n = 360,000) | AID 588621, 2011;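 active = inhibition at 20 µM, scaled per plate between control wells, above about 37%, limit read from the data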;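 also: 0% = DMSO with enzyme and substrate and 100% = substrate only without enzyme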
#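 Measure: Control-normalized % inhibition with plate pattern correction | Test system: STEP phosphatase, cell-free reaction | Medium: pH 6.0 Bis-Tris with DTT and Tween 20 | Technique: Fluorescence, 480/540 nm | Times: Reaction 20 min, ambient temperature | Doses: Single compound dose of 20 µM, 1% DMSO final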
# MT1-MMP act inh = blockers of MT1-MMP proenzyme processing, primary screen, HT1080 RFP-PRO-GFP cells, GFP/RFP fluorescence | GFP/RFP ratio fluorescence, overnight; percent of plate control window, DMSO zero | AID 651647, 2012 | Matrix metalloproteinase-14 (Homo sapiens), P50281 | GFP/RFP ratio change, % at 20 µM | actives 0.061% (n = 360,000);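 active = GFP/RFP ratio change of at least 30% with cell ATP level not reduced by more than half and red fluorescence within 50% of control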; also: strong numbers were not always called active
#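 Assay system: HT1080 RFP-PRO-GFP cells. Benchmarks: DMSO vehicle wells and RFP-L50D-GFP reporter cell wells. Times: overnight cell settling, then overnight compound exposure, 37 °C, 5% CO2. Compound: 20 µM single dose, 1% DMSO. Read-out basis: GFP/RFP fluorescence ratio.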
# NRP1-CendR mod = modulators of CendR peptide binding to NRP-1, primary screen, biochemical, fluorescence polarization, uHTS. Neuropilin-1 (Homo sapiens), O14786. FAM-RPARPAR peptide binding to NRP-1. inhibition, % at 25 µM. actives 0.85% (n = 360,000). AID 602438, 2012;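 active = inhibition or corrected inhibition above about 18%, plus a signal ratio from 0.5 to 1.5, limit read from the data, passing the limit was not always enough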; also: strong numbers were not always called active
# Target sequence (O14786 whole entry, looked up): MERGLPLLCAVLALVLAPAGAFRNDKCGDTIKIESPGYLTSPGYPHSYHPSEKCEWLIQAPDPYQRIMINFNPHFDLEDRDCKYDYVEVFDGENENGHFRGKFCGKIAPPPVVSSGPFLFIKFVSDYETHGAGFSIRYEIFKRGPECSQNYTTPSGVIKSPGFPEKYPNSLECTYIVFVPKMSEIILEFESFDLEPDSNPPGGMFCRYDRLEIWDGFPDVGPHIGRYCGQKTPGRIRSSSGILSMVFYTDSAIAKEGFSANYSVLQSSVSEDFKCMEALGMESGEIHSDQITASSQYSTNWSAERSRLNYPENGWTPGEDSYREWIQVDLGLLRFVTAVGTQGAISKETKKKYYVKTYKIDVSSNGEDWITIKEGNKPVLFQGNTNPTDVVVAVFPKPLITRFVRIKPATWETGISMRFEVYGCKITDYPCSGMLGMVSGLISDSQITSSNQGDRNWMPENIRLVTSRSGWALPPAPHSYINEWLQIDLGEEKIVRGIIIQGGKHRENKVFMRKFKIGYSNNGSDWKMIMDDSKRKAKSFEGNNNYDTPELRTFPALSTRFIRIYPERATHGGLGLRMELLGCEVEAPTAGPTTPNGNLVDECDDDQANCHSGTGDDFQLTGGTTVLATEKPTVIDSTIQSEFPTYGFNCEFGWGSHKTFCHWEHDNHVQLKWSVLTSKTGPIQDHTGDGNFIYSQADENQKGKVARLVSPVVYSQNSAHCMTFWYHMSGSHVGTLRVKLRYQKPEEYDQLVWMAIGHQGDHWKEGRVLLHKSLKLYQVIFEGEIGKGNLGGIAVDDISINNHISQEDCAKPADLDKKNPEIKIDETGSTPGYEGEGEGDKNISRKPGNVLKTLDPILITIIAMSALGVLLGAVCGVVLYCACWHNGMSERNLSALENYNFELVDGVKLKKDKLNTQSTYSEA
# Rpn11 inh = Rpn11 (PSMD14) deubiquitinase inhibitors, primary screen, biochemical, fluorescence polarization, uHTS. human 26S proteasome, Ub4-pepOG fluorescence polarization; 20S core pre-blocked with epoxomicin. calls only at 20 µM. actives 0.59% (n = 360,000);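 active = inhibition at 20 µM, scaled to each plate's controls, above about 33%, limit read from the data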
# SKN-1 block = suppressors of acrylamide-induced Pgst-4::GFP reporter in worms, primary screen, SKN-1 inhibitor project, whole organism, uHTS, GFP/RFP fluorescence ratio, strain VP596; C. elegans VP596 Pgst-4::GFP/RFP ratio, 24 h; inhibition, % at 21.8 µM; actives 0.49% (n = 360,000);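 active = interference check ratio from 0.5 to 1.5 plus GFP to RFP signal ratio inhibition reaching or exceeding a fixed threshold, cut at about 30% in these data, passing the limit was not always enough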; also: some compounds called inactive have numbers as strong as hits
# SUMO1-SIM PPI = modulators of SUMO1 protein-protein interactions, primary screen, biochemical, uHTS | Small ubiquitin-related modifier 1 (Homo sapiens), P63165 | SUMO1 binding to a labelled peptide, TR-FRET, 1 h | actives 0.33% (n = 360,000) | inhibition, % at 20 µM; in the data active = inhibition above about 37%
# * marks the source's active call; other numbers are inactive results; i = inactive; x = no result given; + = active, no number.
SMILES,DNMT1 block,NadD block,Scp-1 inhibitor,LMPTP inh,STEP block,MT1-MMP act inh,NRP1-CendR mod,Rpn11 inh,SKN-1 block,SUMO1-SIM PPI
CC(=O)c1ccc(S(=O)(=O)N2CCN(c3nn(C)c(=O)n(C)c3=O)CC2)cc1,-2.0,2.4,1.0,-0.2,0.8,-1.0,-2.7,i,1.8,2.2
O=C(c1ccc(S(=O)(=O)NCc2ccco2)cc1)N1CCCC(C(F)(F)F)C1 (configuration not stated),-0.4,-1.5,-0.1,-0.8,0.3,-0.2,-7.8,i,-19.0,-4.5
CCNC(=S)NS(=O)(=O)c1ccccc1,0.4,-3.7,3.6,-4.6,-2.5,2.5,10.3,i,13.0,6.7
Cc1cc(=O)cc(C)[nH]1,1.7,-2.5,-10.2,-1.0,-2.4,7.0,-1.7,i,0.4,0.6
CCc1nnc(NC(=O)CSc2nc3cccnc3n2Cc2ccccc2)s1,0.1,2.0,-13.2,-0.9,-2.8,5.6,3.1,i,0.5,-2.4
CN(Cc1ccccc1)C(=O)c1ccc2nc([C@@H]3O[C@H](CO)[C@H](O)[C@H](O)[C@H]3O)[nH]c2c1,7.3,1.9,x,-0.1,-0.8,9.8,0.0,i,13.9,-1.4
CN(C)S(=O)(=O)c1cc(NC(=O)CNCc2ccccc2)ccc1Cl,-0.2,-18.5,-3.8,-1.7,-1.5,-0.4,3.4,i,17.6,1.6
CCc1ccc(OCC(=O)N/N=C(\C)c2ccc(OC(F)F)cc2)cc1,-1.0,-7.1,0.7,0.6,0.0,2.6,0.8,i,-0.6,0.6
COc1ccc([C@H]2CC(=O)C=C(c3ccc(OC)nc3)C2)cc1,-2.7,-2.7,-0.3,0.9,-1.2,8.5,-2.7,i,-10.5,-26.9
O=C1c2ccccc2C(=O)N1CCN1CCCCC1,0.6,-3.9,-3.6,-7.4,-0.5,1.7,-5.8,i,1.7,-1.5
COc1cc(/C=C(/C#N)C(=O)Nc2ccccc2)c(Br)cc1OCc1ccc(C(=O)O)cc1,1.6,18.6,1.3,0.6,-0.9,1.4,-43.0,i,-4.1,2.9
O=C(NCc1ccccc1)C1(c2ccccc2)CCN(S(=O)(=O)c2ccccc2)CC1,-1.7,-12.6,-10.8,1.9,-0.3,-9.1,-4.8,i,-0.4,-3.2
CC1(c2ccc(OCC(N)=O)cc2)NC(=O)NC1=O (configuration not stated),0.1,-4.1,-3.0,-1.2,-0.3,-0.4,2.7,i,-2.0,4.0
CCC(Sc1nc(N)c(NC(=O)c2ccc(Br)o2)c(=O)[nH]1)C(=O)O (configuration not stated),4.1,-6.6,-4.8,-0.3,-1.2,1.3,12.1,i,6.3,4.7
CN(CCO)c1cc(N2CCC3(CC2)OCCO3)c2nonc2c1[N+](=O)[O-],-5.7,-7.0,-10.1,1.3,4.7,6.5,-19.2,i,1.6,-30.1
CCOc1ccc(NC(=O)C2CCCN2C(=O)Oc2ccccc2)cc1 (configuration not stated),1.1,4.7,54.2*,-1.0,-1.0,-1.6,-0.3,i,6.5,2.9
COc1cccc(S(=O)(=O)N(C)C[C@@H]2OCc3cnnn3CCCC(=O)N([C@@H](C)CO)C[C@@H]2C)c1,0.5,8.4,x,-1.4,-0.4,2.5,-3.9,i,-2.3,6.6
O=C(NCCN1CCOCC1)/C(=C/c1ccc(Cl)cc1)NC(=O)c1ccccc1,3.7,-3.8,-4.7,-0.2,1.4,-0.9,2.5,i,-18.7,0.4
O=C(NCC1CCCO1)c1cncc(Br)c1 (configuration not stated),-0.7,-2.4,-6.1,0.0,3.3,-1.7,-2.5,i,-0.2,1.0
Cc1cc(Nc2ccc(Br)cc2)nc2ccccc12,-8.9,-2.5,-7.9,4.9,-3.9,1.5,1.5,i,25.6,-0.6
CC(C)Oc1ccc(C2CC(=O)N(c3ccc(C(=O)O)cc3)C2=O)cc1 (configuration not stated),-0.3,-0.2,-4.2,0.0,-1.2,-1.3,-0.1,i,1.9,2.1
Cc1nc(C/C(=N\N)c2ccc(O)cc2O)cs1,0.6,-0.7,-0.7,1.3,1.7,-7.7,0.5,i,4.0,-6.4
Cc1nc2ccccc2nc(=O)c1NNc1ccc([N+](=O)[O-])cc1,0.2,2.6,3.1,5.1,0.3,4.0,-92.4,+,3.9,-12.3
Cc1ccc(NC(=O)COC(=O)CCn2c(C)csc2=O)c([N+](=O)[O-])c1,1.2,-6.9,-6.9,-0.4,3.0,2.0,2.8,i,-8.1,-23.8
N#Cc1c(-c2ccccc2)cc(-c2ccc(O)cc2)nc1N,-4.5,-3.6,0.4,1.0,-2.3,4.6,10.0,i,-12.3,-9.7
CC(C)C[C@H]1CN(CCCC[C@H]2CNC(=O)C(=O)N2CCc2ccc(O)cc2)C(=O)C(=O)N1CCc1ccc(O)cc1,x,4.9,x,-0.1,x,0.8,1.5,x,0.6,5.4
COc1cccc2sc3ccc(C#CC4(N)CCCCC4)cc3c(=O)c12,30.8,2.6,-0.3,4.9,3.5,1.5,-5.4,i,0.6,-49.8
COc1ccc(OCC(=O)Nc2ccccc2C(=O)NC(C)C)cc1,-0.9,-1.9,-9.6,-0.6,-3.0,5.6,-10.3,i,4.1,0.8
NC(=O)CN1CCN(S(=O)(=O)c2ccc(Br)cc2)CC1,-1.2,-0.9,1.6,-1.1,-1.1,0.7,0.4,i,10.2,-1.6
O=C1c2cccc3cccc(c23)C(=O)N1Cc1ccccc1,4.8,1.7,-10.6,-0.3,-0.9,2.9,-0.1,i,7.4,-2.2
O=C1NC(=O)/C(=C\c2ccc(Cl)nc2)S1,1.1,2.0,1.0,-3.6,0.0,0.8,-8.6,i,-13.6,-15.4
C=CCc1cccc(CNc2nc3ccccc3n2C)c1O,-2.8,0.3,-5.1,2.8,-2.5,8.7,5.7,i,9.7,1.6
Cc1cccc(NC(=O)C(c2ccccc2Cl)N2CCOCC2)c1 (configuration not stated),4.5,4.7,-1.1,0.6,-5.9,-0.3,9.4,i,8.4,-3.9
CN(Cc1ccsc1)C(=O)Cn1cc(Br)ccc1=O,-1.7,2.3,5.3,-1.1,-1.1,2.3,7.5,i,20.4,0.1
COc1cccc(C(=O)C2CCCN(Cc3cn(C)nc3-c3ccccc3)C2)c1 (configuration not stated),6.6,0.4,-6.5,-0.8,2.3,-1.1,9.3,i,3.3,2.8
Cc1cccc(-c2noc(CCC(=O)NCCc3ccccc3)n2)c1,0.5,-6.5,-12.3,-0.8,-2.7,6.7,-8.7,i,12.8,-0.8
Cc1noc(C)c1C(=O)N1CCC1(C)C(=O)NS(=O)(=O)c1cccc(F)c1 (configuration not stated),2.5,2.8,x,-0.6,-0.3,1.3,5.4,i,-13.4,1.3
Cc1cccc(C)c1N1CCN(CCn2c(=S)[nH]c3ccccc3c2=O)CC1,-0.4,11.9,-1.9,0.1,-2.5,-0.8,-0.1,i,-2.1,0.3
CC(C)(C)C(=O)NC(=S)Nc1ccccc1C(=O)Nc1ccccc1,2.6,-0.4,-2.7,0.2,-1.7,4.5,-5.8,i,4.1,-0.9
COc1ccc(-c2sc3cc4c(cc3c2C#CCO)OCO4)cc1,9.3,0.5,-3.6,3.0,-3.3,2.6,-11.4,i,9.8,-12.3
CC1CCC2(CC1)NC(=O)N(CC(=O)c1cccn1C)C2=O (configuration not stated),3.0,-3.2,-2.2,-0.9,-2.5,9.4,5.5,i,-11.5,-2.3
CCCc1c2ccccc2nc2ccccc12,-1.3,-2.3,1.1,15.2,-1.7,-1.1,0.2,i,12.0,-8.1
CC12CCC(C(=O)Nc3nccs3)(OC1=O)C2(C)C (configuration not stated),6.7,2.5,-6.8,-1.4,2.6,-2.4,3.0,i,15.7,-1.2
O=C(NC1CCS(=O)(=O)C1)C1CCCN(S(=O)(=O)c2ccc(Cl)cc2)C1 (configuration not stated),-3.1,0.7,12.2,-0.6,1.1,1.6,2.5,i,-1.0,0.2
COCC(=O)N1C[C@H](C)[C@H](OC)CN(C)C(=O)c2cc(NC(=O)Nc3cccc(F)c3)ccc2OC[C@@H]1C,x,x,x,0.9,x,2.8,-1.0,x,-13.9,3.4
CCOC(=O)/C=C1/SCC(=O)N1CC(=O)Nc1ccccc1OC(F)F,1.6,-0.5,-9.5,-1.9,-0.8,-8.9,-51.1,i,9.7,-1.9
COc1ccc(Cn2nnnc2CN2CCc3ccccc32)cc1,-15.2,4.0,-1.0,0.8,-2.3,-5.4,9.8,i,-4.3,-4.6
CCCCNC(=O)CN1C(=O)COc2ccc(S(=O)(=O)N3CCCCCC3)cc21,1.8,4.6,-2.3,-0.5,0.5,1.8,-2.5,i,15.1,9.5
C=CCN(c1ccc(C(=O)N2CCN(c3ccc(F)cc3)CC2)cc1)S(C)(=O)=O,-8.7,-5.8,-5.6,-0.6,-2.3,2.0,-2.8,i,-21.1,0.5

# Whole records from above:
# `CC1CCC2(CC1)NC(=O)N(CC(=O)c1cccn1C)C2=O` (configuration not stated) as listed: DNMT1 block = 3.0; NadD block = -3.2; Scp-1 inhibitor = -2.2; LMPTP inh = -0.9; STEP block = -2.5; MT1-MMP act inh = 9.4; NRP1-CendR mod = 5.5; Rpn11 inh = i; SKN-1 block = -11.5; SUMO1-SIM PPI = -2.3
# `COc1ccc(Cn2nnnc2CN2CCc3ccccc32)cc1` as listed: DNMT1 block = -15.2; NadD block = 4.0; Scp-1 inhibitor = -1.0; LMPTP inh = 0.8; STEP block = -2.3; MT1-MMP act inh = -5.4; NRP1-CendR mod = 9.8; Rpn11 inh = i; SKN-1 block = -4.3; SUMO1-SIM PPI = -4.6
# `C=CCN(c1ccc(C(=O)N2CCN(c3ccc(F)cc3)CC2)cc1)S(C)(=O)=O` as listed: DNMT1 block = -8.7; NadD block = -5.8; Scp-1 inhibitor = -5.6; LMPTP inh = -0.6; STEP block = -2.3; MT1-MMP act inh = 2.0; NRP1-CendR mod = -2.8; Rpn11 inh = i; SKN-1 block = -21.1; SUMO1-SIM PPI = 0.5
